Assay outcomes: PubChem, several laboratories
CAL PDZ FP-1: inhibitors of human CAL PDZ peptide binding. purified CAL PDZ, TMR-peptide fluorescence polarization, 1 h. AID 602252. actives 0.92% (n = 300,000). inhibition, % at 24.9 µM. Q9HD26;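 active means mean inhibition of at least 30% with at least half of replicates also reaching 30%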;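 further: 0% = DMSO neutral control and 100% = excess unlabeled competitor peptide PRC23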
RTF Ca sens act: increases calcium sensitivity of human cardiac regulated thin filaments | IANBD-labeled TnC RTF fluorescence at EC20 calcium; 0% EC20 calcium, 100% full calcium | activation, % at 7.2 µM | actives 0.24% (n = 340,000) | P19429+P45379;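 active means activation above the mean over all tested compounds plus 3 SD, cut at about 30% in these data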;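 further: rise in fluorescence read as greater calcium sensitivity of cardiac thin filaments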
Cardiac RTF inh: cardiac RTF calcium desensitization. inhibition, % at 7.15 µM. AID 493244. P19429+P45379. actives 0.12% (n = 340,000). IANBD-labeled cardiac RTF, Ca2+ fluorescence;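 active means inhibition above the mean inhibition of all tested compounds plus 3 SD, cut at about 17% in these data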;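 further: assay run at fixed EC70 calcium of 1.6 mM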
CAL PDZ FP-2: human CAL PDZ-peptide interaction inhibition. Q9HD26. purified CAL PDZ, TMR-peptide fluorescence polarization, 1 h. inhibition, % at 20 µM. actives 0.02% (n = 330,000). AID 504414;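 active means highest replicate inhibition of at least 40%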;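 further: plate controls were DMSO neutral control wells for no effect and unlabeled competitor peptide control wells for full effect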
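Material: tagged CAL PDZ protein CerCALP, purified; buffer or medium: sodium phosphate/NaCl buffer pH 7.4 with TCEP, IgG, Thesit; also added: fluorescent TMR peptide probe; schedule: 1 h incubation at room temperature before polarization reading; technique: fluorescence polarization from S- and P-plane intensities, G-factor corrected; control set: unlabelled peptide and DMSO controls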
C-LANA FP: inhibitors of KSHV LANA C-terminal domain DNA binding | MBP-C-LANA/FAM-LBS DNA binding, fluorescence polarization | inhibition, % at 9 µM | actives 0.078% (n = 340,000) | AID 504423;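 active means highest replicate inhibition at or above 60% at 9 µM, even if other replicates fall short; inactive means all replicates below 60% inhibition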;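 further: 0% = neutral control wells and 100% = 4 µM acridine orange control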
Keap1 Nrf2 FP: inhibitors of human Keap1-Nrf2 protein-protein interaction; Q14145; Keap1 Kelch-Nrf2 peptide fluorescence polarization, 1536-well; inhibition, % at 9.4 µM; actives 0.15% (n = 340,000); AID 504523; in the data active means inhibition above about 12%;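 further: human Keap1 Kelch domain with fluorescein labeled Nrf2 9mer peptide probe; 0% = neutral control wells and 100% = peptide positive control; higher means more block of Keap1 binding to Nrf2 peptide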
SR-BI uptake up: SR-BI HDL lipid transfer activation; CHO ldlA[mSR-BI] cells, DiI-HDL uptake fluorescence, 3 h; 100 = double the neutral-control signal; activation, % at 12.5 µM; actives 0.096% (n = 320,000); AID 504775;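 active means mean replicate activation of at least 60% and every replicate at or above 60%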;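 further: 0% = median plate neutral-control signal and 100% = twice that signal; values of inactives mirror those of a sister screen read the other way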
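Material: SR-BI-overexpressing, LDLR-lacking CHO cells; schedule: compound exposure 3 h, 37 °C; reagent: DiI-labelled HDL at 10 µg/mL final; technique: bottom-read fluorescence, 550/595 nm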
PKA-R2B activ: activators of human PKA-R2B complex; activation, % at 11.4 µM; actives 0.079% (n = 340,000); PKA-R2B holoenzyme dissociation, Cy5-IP20 fluorescence polarization; R2B truncated from residue 108, S112A mutant; 0% DMSO only, 100% 113 µM cGMP; AID 504700;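 active means activation above a cutoff set at the mean over all compounds plus 3 SD, cut at about 18% in these data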;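 further: higher means more holoenzyme dissociation and a rise in polarization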
DAGLB inhibitor: blocks human DAGLB lipase activity | Q8NCG7 | HEK293T DAGLB membrane lysate, EnzChek fluorogenic substrate | inhibition, % at 5.17 µM | actives 0.059% (n = 340,000); in the data active means inhibition above about 34%;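 further: 0% = enzyme with vehicle and 100% = wells lacking enzyme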
Rtt109 Vps75: blocks Candida albicans Rtt109/Vps75 acetyltransferase activity | inhibition, % at 34.9 µM | AID 540336 | actives 0.16% (n = 330,000) | purified Rtt109/Vps75, ThioGlo CoA-SH fluorescence, 4 h;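 active means inhibition of at least 50% in every replicate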
* marks the source's active call; other numbers are inactive results; x = not tested or not shown. Compounds were not picked by outcome; 1.6% or so of the library scored in one or more.

SMILES	CAL PDZ FP-1	RTF Ca sens act	Cardiac RTF inh	CAL PDZ FP-2	C-LANA FP	Keap1 Nrf2 FP	SR-BI uptake up	PKA-R2B activ	DAGLB inhibitor	Rtt109 Vps75
CCc1noc(C)c1C(=O)OC(C)C(=O)NCc1ccc(OC)cc1 (stereo unspecified)	-2.8	4.0	-7.8	0.0	1.3	-2.4	-9.0	7.1	-1.1	2.9
Cc1ccc(C(=O)COC(=O)CSc2cccc3cccnc23)c(C)c1	-2.9	0.1	0.1	-2.7	1.9	2.4	x	2.5	-7.6	4.9
O=C(O)/C=C\C(=O)Nc1ccccc1C(=O)NCc1ccccc1	-6.1	-3.3	-21.3	x	-0.7	1.3	44.3	-8.6	-1.7	-5.6
COc1cccc2c1OCC(C(=O)NCc1ccc(Cl)cc1Cl)=C2	-7.6	1.6	-6.1	-1.8	-1.1	-10.9	-3.1	2.5	-4.5	-5.7
Cc1cccc(C(=O)Nc2ccccc2C(=O)NCc2ccco2)c1	-2.8	-6.6	-5.6	-1.0	2.3	-2.6	x	-5.9	-3.5	-6.2
N#Cc1c(NC(=O)CSc2nc(-c3ccccc3)cc(C(F)(F)F)n2)sc2c1CCC2	-1.9	5.0	-2.2	0.3	-1.7	-3.9	-17.3	-11.7	0.1	5.0
O=C(CCc1ccccc1F)N1CCN(c2ccccc2)CC1	x	0.8	-2.7	-0.3	0.6	-9.1	5.7	-4.3	-13.7	-6.1
Cc1ccc(C)c(NC(=O)CCN2CCc3ccccc3C2)c1	-4.5	3.4	10.6	-1.8	1.1	-2.0	4.1	-3.6	-0.7	1.9
O=C(Nn1c(-c2ccncc2)nc2ccccc2c1=O)c1ccccc1Br	0.6	1.6	-13.8	0.1	0.0	-6.7	24.3	4.1	-1.8	6.9
CN(CC(=O)N1CCN(c2ccccc2F)CC1)S(=O)(=O)c1cnc[nH]1	-1.1	-0.4	-1.3	-3.5	1.6	-1.8	5.5	0.8	0.5	-6.7
CCN(CC)CCCNc1nc2cc(OC)c(OC)cc2c2nc(-c3cccnc3)nn12	-14.0	1.5	-11.9	-3.1	-19.8	1.3	7.1	8.4	2.3	79.1*
COc1cccc(-c2ncc3ccccc3c2COC(=O)c2ccccc2C(=O)O)c1	-0.1	-1.8	-5.8	1.0	0.1	-4.0	55.8	-8.5	-1.3	-4.4
CC(C)CCC1(C)NC(=O)N(CC(=O)c2ccc[nH]2)C1=O (stereo unspecified)	2.1	-7.4	-2.7	-2.3	-0.4	1.5	2.3	0.0	2.2	-4.4
Cc1cc(C)c2nc(NC(=O)c3ccco3)sc2c1	-0.9	6.8	-8.8	-6.9	0.1	-2.9	-8.0	4.1	-2.0	-4.3
Cc1ccc(-c2nc3cnccn3c2Nc2ccc3c(c2)OCO3)o1	x	4.8	3.2	1.6	-0.4	-4.8	-14.1	-4.3	2.3	5.7
CCn1c(SCC(=O)Nc2nccs2)nnc1-c1ccncc1	1.6	5.0	-1.4	0.7	-1.2	-3.4	19.5	-8.2	2.3	-6.6
NS(=O)(=O)c1ccc(N2CCCC2=O)c([N+](=O)[O-])c1	25.4	6.0	-16.7	-0.7	1.0	-1.4	7.0	-1.7	2.5	-6.0
COc1ccc(CC2NCCC3=CC(=O)CCC32)cc1O (stereo unspecified)	-2.0	1.6	-9.5	0.5	3.0	-2.2	1.4	-2.6	-1.8	-2.5
CCN1CCCC1CNC(=O)CN(C)S(=O)(=O)c1ccc(Cl)cc1 (stereo unspecified)	-3.3	6.7	-7.4	0.0	-2.1	0.1	x	7.2	0.0	-9.3
O=C(c1cc2ccccc2cc1O)N1CCN(c2ccccn2)CC1	0.8	-4.9	-12.8	-2.7	-0.3	2.4	x	-16.9	4.2	1.2
Cc1ccc(NC(=O)CN(C)C(=O)CSc2nncn2C)cc1	-0.1	3.3	-0.7	0.5	-1.0	4.3	11.6	-4.0	-0.8	-8.7
c1ccc(NC2=Nc3ccccc3CS2)cc1	-0.2	3.6	3.0	-0.8	0.2	-1.6	-14.7	-3.4	-1.2	-7.3
CCCn1c(SCC(=O)OCc2ccccc2)nc2c1c(=O)n(C)c(=O)n2C	-2.7	-0.3	-0.2	-2.4	0.3	1.9	-3.6	0.3	1.6	x
CN(C(=O)c1cccc(NC(=O)Cc2ccc(NC(=O)C3CCN(C(=O)C4CCC4)CC3)cc2)c1)C1CCC1	1.2	1.8	-14.7	-1.4	2.2	-2.5	-14.2	0.1	-2.9	-1.2
CCN1CCN(Cc2c(O)ccc3c(C)cc(=O)oc23)CC1	-3.5	-0.3	-4.6	-0.2	-1.3	-5.2	39.9	-2.5	0.9	-0.7
Cc1nc(NC(=O)CSc2nnc(C3CC3)n2C)sc1C(=O)N(C)C	x	1.8	-7.3	-2.9	-0.2	-0.2	16.5	17.6	-0.5	-4.5
CCn1c(SCc2ccccc2)nnc1C1CCCCC1	3.2	0.6	-7.5	-0.7	0.6	-1.3	18.2	6.1	-1.8	-11.5
N#Cc1ccc(OCC(O)CN2CCC(C(O)(c3ccccc3)c3ccccc3)CC2)cc1 (stereo unspecified)	-3.0	-3.0	-9.3	-1.6	1.8	-0.5	-1.6	-3.7	0.5	17.5
CCOc1c(OC(C)=O)ccc(/C=C/c2ccc3cccc(OC)c3n2)c1[N+](=O)[O-]	0.1	-2.5	-5.0	-0.9	-0.3	-2.0	-58.5	-14.2	-1.9	-4.6
O=C(c1ccco1)N1CCN(/C(=N/S(=O)(=O)c2cccs2)c2ccccc2Cl)CC1	-1.8	0.2	-8.9	x	1.8	1.6	31.9	1.6	-1.9	3.9
Cc1ccc(S(=O)(=O)Nc2nncs2)cc1	-2.2	4.4	-11.6	-0.2	1.0	5.2	14.7	-14.8	-4.2	-0.5
COc1ccc(CCN=C(N)Nc2nc(C)cc(C)n2)cc1	-4.8	3.1	-1.7	-4.4	1.8	-0.2	13.3	-12.1	-3.1	-5.1
Cc1nn(-c2ccc(N3CCOCC3)nn2)c(C)c1CCC(=O)Nc1ccccc1	-4.7	3.9	-3.3	-0.3	-0.6	-3.9	-26.5	-3.6	1.0	11.7
O=C(O)C(NS(=O)(=O)c1ccc(F)cc1)c1ccccc1 (stereo unspecified)	-2.7	-3.1	-3.2	-1.9	-0.2	-2.3	40.3	-6.0	-0.8	x
Cc1ccc(Cl)c(OCCCN(C)Cc2ccccc2)c1	4.9	0.8	-15.2	-0.6	-1.1	-0.9	x	-5.7	-9.1	-10.8
Cc1cc(OCCN2CCCC2)cc(C(C)C)c1	-0.9	-3.5	-18.1	-2.5	0.8	-2.6	10.3	1.9	-1.5	-4.6
CN(N)c1nc(-c2ccccc2)cc(-c2ccccc2)n1	x	-1.6	7.0	-2.4	1.5	-0.2	-41.4	-7.6	-7.1	8.8
CCOC(=O)C1CCN(C(=O)c2sc3nc(-c4ccc(F)cc4)cn3c2C)CC1	-5.5	-1.0	-0.1	-3.4	1.3	1.5	4.3	-1.1	-2.7	-0.6
CCN(CCCNC(=O)c1c(C)cc(=O)oc1C)c1cccc(C)c1	x	3.6	-12.4	-2.9	-1.7	0.9	-7.6	0.5	-4.2	7.4
Cn1c(=O)oc2cc(S(=O)(=O)Nc3cccc4c3CCCC4)ccc21	-4.4	-0.9	-11.1	-2.1	18.4	-5.6	-2.2	-6.1	-0.5	-20.9

Given with two lines to a compound: part of the list above.
Each structure is followed by: CAL PDZ FP-1	RTF Ca sens act	Cardiac RTF inh	CAL PDZ FP-2	C-LANA FP	Keap1 Nrf2 FP	SR-BI uptake up	PKA-R2B activ	DAGLB inhibitor	Rtt109 Vps75
- CCc1noc(C)c1C(=O)OC(C)C(=O)NCc1ccc(OC)cc1 (stereo unspecified)
    -2.8	4.0	-7.8	0.0	1.3	-2.4	-9.0	7.1	-1.1	2.9
- Cc1ccc(C(=O)COC(=O)CSc2cccc3cccnc23)c(C)c1
    -2.9	0.1	0.1	-2.7	1.9	2.4	x	2.5	-7.6	4.9
- O=C(O)/C=C\C(=O)Nc1ccccc1C(=O)NCc1ccccc1
    -6.1	-3.3	-21.3	x	-0.7	1.3	44.3	-8.6	-1.7	-5.6
- COc1cccc2c1OCC(C(=O)NCc1ccc(Cl)cc1Cl)=C2
    -7.6	1.6	-6.1	-1.8	-1.1	-10.9	-3.1	2.5	-4.5	-5.7
- Cc1cccc(C(=O)Nc2ccccc2C(=O)NCc2ccco2)c1
    -2.8	-6.6	-5.6	-1.0	2.3	-2.6	x	-5.9	-3.5	-6.2
- N#Cc1c(NC(=O)CSc2nc(-c3ccccc3)cc(C(F)(F)F)n2)sc2c1CCC2
    -1.9	5.0	-2.2	0.3	-1.7	-3.9	-17.3	-11.7	0.1	5.0
- O=C(CCc1ccccc1F)N1CCN(c2ccccc2)CC1
    x	0.8	-2.7	-0.3	0.6	-9.1	5.7	-4.3	-13.7	-6.1
- Cc1ccc(C)c(NC(=O)CCN2CCc3ccccc3C2)c1
    -4.5	3.4	10.6	-1.8	1.1	-2.0	4.1	-3.6	-0.7	1.9
- O=C(Nn1c(-c2ccncc2)nc2ccccc2c1=O)c1ccccc1Br
    0.6	1.6	-13.8	0.1	0.0	-6.7	24.3	4.1	-1.8	6.9
- CN(CC(=O)N1CCN(c2ccccc2F)CC1)S(=O)(=O)c1cnc[nH]1
    -1.1	-0.4	-1.3	-3.5	1.6	-1.8	5.5	0.8	0.5	-6.7
- CCN(CC)CCCNc1nc2cc(OC)c(OC)cc2c2nc(-c3cccnc3)nn12
    -14.0	1.5	-11.9	-3.1	-19.8	1.3	7.1	8.4	2.3	79.1*
- COc1cccc(-c2ncc3ccccc3c2COC(=O)c2ccccc2C(=O)O)c1
    -0.1	-1.8	-5.8	1.0	0.1	-4.0	55.8	-8.5	-1.3	-4.4
- CC(C)CCC1(C)NC(=O)N(CC(=O)c2ccc[nH]2)C1=O (stereo unspecified)
    2.1	-7.4	-2.7	-2.3	-0.4	1.5	2.3	0.0	2.2	-4.4

One compound at a time, as listed above.
`O=C(c1ccco1)N1CCN(/C(=N/S(=O)(=O)c2cccs2)c2ccccc2Cl)CC1` reads CAL PDZ FP-1: -1.8; RTF Ca sens act: 0.2; Cardiac RTF inh: -8.9; CAL PDZ FP-2: x; C-LANA FP: 1.8; Keap1 Nrf2 FP: 1.6; SR-BI uptake up: 31.9; PKA-R2B activ: 1.6; DAGLB inhibitor: -1.9; Rtt109 Vps75: 3.9
`Cc1ccc(-c2nc3cnccn3c2Nc2ccc3c(c2)OCO3)o1` reads CAL PDZ FP-1: x; RTF Ca sens act: 4.8; Cardiac RTF inh: 3.2; CAL PDZ FP-2: 1.6; C-LANA FP: -0.4; Keap1 Nrf2 FP: -4.8; SR-BI uptake up: -14.1; PKA-R2B activ: -4.3; DAGLB inhibitor: 2.3; Rtt109 Vps75: 5.7
